Screening results deposited in PubChem BioAssay by several laboratories.
PrPC surface inh: cell surface PrPC inhibition, primary TR-FRET screen; TR-FRET read-out; inhibition, % at 13.8 µM; hit rate 0.43% among 370,000; in the data active = inhibition above about 24%; note: 0% = median of the test wells and 100% = reference compound wells
Rv3671c protease: Rv3671c (M. tuberculosis) protease inhibition; P9WHR9; inhibition, % at 5.96 µM; hit rate 0.048% among 320,000; in the data active = inhibition above about 38%;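 note: extracellular domain of Rv3671c used as enzyme; 0% = enzyme with DMSO and 100% = no enzyme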
Target sequence (P9WHR9 whole entry, looked up, the tested form may be a part): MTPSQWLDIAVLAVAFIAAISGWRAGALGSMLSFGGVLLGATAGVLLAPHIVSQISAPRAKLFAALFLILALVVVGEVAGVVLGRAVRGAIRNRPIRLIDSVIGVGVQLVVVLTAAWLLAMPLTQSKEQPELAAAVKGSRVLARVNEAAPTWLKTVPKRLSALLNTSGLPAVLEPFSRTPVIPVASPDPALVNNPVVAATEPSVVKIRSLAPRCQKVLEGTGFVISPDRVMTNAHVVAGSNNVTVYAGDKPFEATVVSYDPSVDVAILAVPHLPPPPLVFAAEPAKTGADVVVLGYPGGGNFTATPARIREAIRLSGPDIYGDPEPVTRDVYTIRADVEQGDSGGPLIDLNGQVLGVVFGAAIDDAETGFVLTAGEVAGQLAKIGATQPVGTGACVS
VHR inh abs: inhibitors of human VHR1 phosphatase (DUSP3); recombinant VHR phosphatase, pNPP absorbance; inhibition, % at 13.3 µM; hit rate 0.52% among 290,000; in the data active = inhibition above about 50%; note: some compounds called inactive have numbers as strong as hits
Target sequence (P51452 whole entry, looked up): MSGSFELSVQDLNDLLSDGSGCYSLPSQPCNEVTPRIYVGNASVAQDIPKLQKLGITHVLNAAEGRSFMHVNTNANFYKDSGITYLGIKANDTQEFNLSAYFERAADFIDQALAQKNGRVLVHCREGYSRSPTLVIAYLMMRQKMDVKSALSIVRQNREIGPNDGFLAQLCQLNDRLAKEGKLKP
BH1578 lux ind: quorum light induction in luxS cqsA deficient V. cholerae; V. cholerae BH1578 lux reporter, luminescence, 6 h; activation, % at 18.7 µM; hit rate 0.16% among 350,000; in the data active = activation mostly above about 9.7%, no sharp cut-off; note: not every result past the cut was called active; inactives centre near 0; reference of the scale not given here
CCHFV vOTU inh: blocks the CCHF virus ovarian tumor domain protease; CCHFV vOTU protease, Pep-AMC fluorescence; hit rate 0.55% among 370,000; inhibition, % at 11.5 µM; in the data active = inhibition above about 30%; note: 0% = vehicle wells with enzyme and 100% = no enzyme wells
MazEF act: increases E. coli MazEF RNase cleavage of RNA; hit rate 0.32% among 350,000; AID 504720; activation, % at 20 µM; P0AE70; FAM/BHQ RNA-DNA oligo cleavage fluorescence, 5 h; in the data active = activation above about 50%
Target sequence (P0AE70 whole entry, looked up): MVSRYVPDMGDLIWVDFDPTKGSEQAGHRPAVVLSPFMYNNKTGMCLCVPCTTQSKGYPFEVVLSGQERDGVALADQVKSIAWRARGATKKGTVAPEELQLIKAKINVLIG
3CLpro inhibitor: SARS-CoV 3CLpro protease inhibition; recombinant SARS-CoV 3CLpro, quenched FRET peptide cleavage; hit rate 0.14% among 290,000; P0C6X7; inhibition, % at 6 µM; in the data active = inhibition above about 12%
TcdB inh: blocks C. difficile toxin B glycohydrolase activity. P18177. TcdB glycohydrolase enzymatic assay, plate reader. inhibition, % at 9.99 µM. hit rate 0.24% among 350,000; in the data active = inhibition above about 10%
PriA SSB inh: inhibitors of Klebsiella pneumoniae PriA binding to SSB C-terminal tail | AID 1272365 | inhibition, % at 33 µM | AlphaScreen SSBct-PriA binding, biotinylated peptide | hit rate 0.6% among 430,000; in the data active = inhibition mostly above about 37%, no sharp cut-off; inactive = mostly below about 20%;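 note: plate controls were negative control peptide for no effect and reference peptide for full effect; strong numbers were not always called active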
Yp Topo-I inh: blocks Yersinia pestis topoisomerase I activity | Y. pestis Topo-I cleavage product accumulation, plate reader | activity, % at 10 µM | hit rate 0.064% among 360,000; in the data active = activity above about 50%, passing the limit was not always enough; note: inactives centre near 2
The depositor's hits bear a star; i = inactive; / = not tested or not shown; & = joins results of further samples. Not all compounds are listed (hit frequency here may not be typical).

SMILES	PrPC surface inh	Rv3671c protease	VHR inh abs	BH1578 lux ind	CCHFV vOTU inh	MazEF act	3CLpro inhibitor	TcdB inh	PriA SSB inh	Yp Topo-I inh
COc1ccc2[nH]c3c(c2c1)CCN1C(=O)C(CC(=O)NCCC2=CCCCC2)C[C@H](C(=O)N2CCOCC2)[C@@]31C (some centres not stated)	-2	/	/	-0.9	2	8	/	1.7	-6	19
NC(N)=NS(=O)(=O)c1ccc(NC(=S)NC(=O)c2sc3ccccc3c2Cl)cc1	36*	-83	-7	-0.1	-5	-2	0	-0.7	1	2
COc1ccc(N2CCN(CCCNC(=O)C3CCCN(S(=O)(=O)c4c(C)n[nH]c4C)C3)CC2)cc1 (configuration not stated)	2	-7	34	i	3	-13	0	-3.3	5	0
CCOc1ccc(N(CC(=O)Nc2nccs2)S(=O)(=O)c2c(C)[nH]c(=O)[nH]c2=O)cc1	3	-6	4	-0.4	-5	0	2	0.5	-7	8
CSCc1ccc(C(=O)NCc2ccc(F)cc2)cc1	6	-6	-3	-0.2	1	3	3	1.6	-8	-3
Cc1ccc(S(=O)(=O)Nc2nc3c(s2)C(=O)CC(C)(C)C3)cc1	-1	5	17	-0.5	30*	-12	-7	1.7	-16	4
O=C(Nc1nc2ccccc2s1)C1CCCO1 (configuration not stated)	2	2	44	-0.3	-5	3	-1	/	-20	-3
CC(C)C(NC(=O)c1cccs1)C(=O)NC1=NCCS1 (configuration not stated)	-2	14	-1	-1.0	0	15	-4	/	-15	12
Cc1cc(=O)oc2cc(OCC(=O)NC3CCN(Cc4ccccc4)CC3)ccc12	-13	7	8	i	-2	11	-10	-0.1	25	4
O=C(CSc1nnc2ccccn12)Nc1nsc(-c2ccccc2)n1	-1	-2	0	-0.3	5	3	-1	/	11&-15	0
COc1ccc(C2C(=O)c3ccccc3C2=O)c(OC)c1	-2	-11	19	-0.4	-8	4	1	/	-13	6
O=C(COc1ccc(Br)cc1)NC1CC1	-3	10	5	i	4	-1	0	-1.7	2	0
COc1ccc(NS(=O)(=O)c2ccc(C(=O)N3CCCCCC3)cc2)cc1	7	1	/	i	10	-8	/	2.7	-7	-4
C/C(=N/NS(=O)(=O)c1cc(C)ccc1C)c1ccncc1	0	-4	4	-0.7	-2	6	-5	-0.1	/	5
CCC(C)N=CC1=C(O)CC(c2ccccc2)CC1=O (configuration not stated)	-2	-15	-15	-0.2	-8	1	-6	/	-6	4
CCN(CC(=O)Nc1c(F)cccc1F)C(=O)c1ccc(C)c(S(=O)(=O)N2CCCCC2)c1	/	0	/	1.8	/	1	/	/	-8	-7
S=C1NCCN1CC1CCN(CCC23CC4CC(CC(C4)C2)C3)CC1	7	/	/	i	-6	15	/	-0.3	-10	-3
CC(C)c1ccc(S(=O)(=O)NC2CCCC2)cc1	9	-1	-9	0.0	5	5	5	0.6	-18	17
O=C(CS(=O)(=O)c1ccccc1)Nc1ccc(S(=O)(=O)Nc2ncccn2)cc1	-8	0	3	i	12	12	0	0.4	-9	2
Cc1ccc2cccc(OC(=O)N(C)c3ccccc3)c2n1	-6	7	-6	i	5	3	-6	/	-20	-3
Nc1nc(-c2ccc(Cl)cc2)c(N=Nc2ccc(S(=O)(=O)N3CCOCC3)cc2)s1	-3	18	-1	-1.0	1	17	-5	1.8	14	-27
O=C1OC(N2C(=O)CC[C@H]2C(=O)Nc2ccc(Br)cc2F)c2ccccc21 (some centres not stated)	5	9	21	-0.5	-4	8	2	0.6	-22	-2
Cc1nc(C)c(C(=O)NNS(=O)(=O)c2ccc3ccccc3c2)s1	20	4	-4	-0.2	5	0	4	-3.3	-9	-4
O=c1[nH]c(C2CCN(S(=O)(=O)Cc3ccccc3)CC2)nc2c1nnn2Cc1ccccc1Cl	7	-6	7	-0.6	-10	1	2	-0.5	11	40
CN1CCN(c2ccc3nccnc3c2)CC1	5	5	2	1.1	3	0	-3	-2.9	-2	10
Additional records
SMILES	PrPC surface inh	Rv3671c protease	VHR inh abs	BH1578 lux ind	CCHFV vOTU inh	MazEF act	3CLpro inhibitor	TcdB inh	PriA SSB inh	Yp Topo-I inh
COC(=O)CSc1nc(N2CCOCC2)c2c(c1C#N)CC(C)(C)N(C)C2	-5	1	11	i	-14	-15	-18	/	-1	-3
COc1cc(S(=O)(=O)N2CCN=C2c2ccccc2)ccc1F	-5	4	6	0.0	-6	-1	-3	/	-3&-16	-8
COc1cc(C(=O)OCCNC(=O)c2cccnc2)cc(OC)c1OC	0	7	/	-0.3	0	6	/	0.8	1	6
CC1CCCC(C)N1C(=O)c1ccccc1Nc1ccc(SC(F)F)cc1 (configuration not stated)	-2	-10	35	-0.3	-18	-9	-3	/	-10	2
COC(=O)c1ccccc1NC(=O)C1CC(=O)N(c2ccc(C)cc2)C1 (configuration not stated)	-4	1	8	-0.3	-9	1	3	/	-4	17
N#C/C(=C\c1ccc(N2CCOCC2)cc1)c1ccccc1	1	-2	-7	-0.3	6	-11	3	/	-10	-8
COc1ccc(CN(C(C)=O)c2cccc(C)c2C)cc1	4	-4	4	/	0	0	4	/	10	8
CCOC(=O)[C@@H]1[C@H]2COc3ccc(Br)cc3[C@H]2N2C(=O)N(c3ccc(Cl)cc3)C(=O)[C@@]12C	/	-4	13	/	/	-2	3	/	10	/
COCCCNC(=S)NCCc1ccc(F)cc1	-2	0	12	-0.9	5	-8	3	2.3	-1	3
CCn1cc(Br)c(C(=O)Nc2ccccc2C(=O)OC)n1	6	1	10	-0.2	3	5	5	1.2	-11	0
CC(NC(=O)Cc1cccs1)c1ccncc1 (configuration not stated)	-2	-11	7	i	-13	3	2	/	-12	-6
O=C(Cn1c(=O)n(Cc2ccco2)c(=O)c2c3c(sc21)CCCC3)Nc1ccccc1	11	-132	13	10	11	-1	8	/	16	0
COc1ccc(N=C2SC(C(=O)N3CCN(c4ccc([N+](=O)[O-])cc4)CC3)CC(=O)N2C)cc1 (configuration not stated)	-10	-2	12	-5.6	-13	3	1	0.1	6	19
COc1cc(C)c(NC(c2ccccc2)c2ccccc2)cc1OC	-7	0	0	0.4	16	8	2	-3.4	15	10
COc1ccc(N(C(=O)c2ccco2)C(C(=O)NC2CCCC2)c2ccncc2)cc1OC (configuration not stated)	2	4	24	-16	-4	7	-2	1.0	-1	-1
O=C(/C=C/c1ccc([N+](=O)[O-])cc1)N1CCN(c2ccccc2F)CC1	-6	0	5	-0.7	-21	-3	1	/	-22	-6
CN(C(=O)N1CCN(S(=O)(=O)c2ccccc2)CC1)c1ccccc1	-3	1	19	i	-6	10	2	1.0	-9	8
C=CCn1c(Oc2ccc(C=O)cc2OCC)nc2c1c(=O)n(C)c(=O)n2C	2	1	34	-1.2	3	3	-3	-0.9	-1	0
Cc1cc(C(=O)N/N=C\c2cc(C(C)(C)C)c(O)c(C(C)(C)C)c2)n[nH]1	4	-1	36	i	12	2	1	0.2	/	-3
Cc1cccc(C)c1OCC(=O)Nc1ccncc1	3	-9	43	i	9	4	-7	0.0	0	-10
O=C(O)C1C2C=CC(C2)C1C(=O)N1CCN(CCO)CC1 (configuration not stated)	-3	1	33	-0.2	26	-5	-2	/	5	3
Oc1c(Cl)cc(Cl)cc1CNc1nc2ccccc2[nH]1	-5	5	15	i	19	16	-7	0.4	3	-25
Cc1nc2[nH]c(=S)[nH]c2cc1Br	-6	6	-11	-0.6	13	-7	0	/	-14	0
CN(C(=O)c1cccc(NC(=O)Cc2cccc(NC(=O)C3CCN(C(=O)c4ccccc4)CC3)c2)c1)C1CCCC1	-2	/	/	-1.0	-3	-1	/	0.4	2	34
Cc1ccc2c(c1)NC(=O)C(CC(=O)NCCCN1CCCCC1)O2 (configuration not stated)	-7	2	38	-0.1	0	11	3	1.1	-5	-3

A draw from above in order of formula weight, descending.
SMILES	PrPC surface inh	Rv3671c protease	VHR inh abs	BH1578 lux ind	CCHFV vOTU inh	MazEF act	3CLpro inhibitor	TcdB inh	PriA SSB inh	Yp Topo-I inh
CN(C(=O)c1cccc(NC(=O)Cc2cccc(NC(=O)C3CCN(C(=O)c4ccccc4)CC3)c2)c1)C1CCCC1	-2	/	/	-1.0	-3	-1	/	0.4	2	34
CCOC(=O)[C@@H]1[C@H]2COc3ccc(Br)cc3[C@H]2N2C(=O)N(c3ccc(Cl)cc3)C(=O)[C@@]12C	/	-4	13	/	/	-2	3	/	10	/
COc1ccc(N=C2SC(C(=O)N3CCN(c4ccc([N+](=O)[O-])cc4)CC3)CC(=O)N2C)cc1 (configuration not stated)	-10	-2	12	-5.6	-13	3	1	0.1	6	19
O=C(Cn1c(=O)n(Cc2ccco2)c(=O)c2c3c(sc21)CCCC3)Nc1ccccc1	11	-132	13	10	11	-1	8	/	16	0
CC1CCCC(C)N1C(=O)c1ccccc1Nc1ccc(SC(F)F)cc1 (configuration not stated)	-2	-10	35	-0.3	-18	-9	-3	/	-10	2
C=CCn1c(Oc2ccc(C=O)cc2OCC)nc2c1c(=O)n(C)c(=O)n2C	2	1	34	-1.2	3	3	-3	-0.9	-1	0
COc1cc(S(=O)(=O)N2CCN=C2c2ccccc2)ccc1F	-5	4	6	0.0	-6	-1	-3	/	-3&-16	-8
O=C(O)C1C2C=CC(C2)C1C(=O)N1CCN(CCO)CC1 (configuration not stated)	-3	1	33	-0.2	26	-5	-2	/	5	3
N#C/C(=C\c1ccc(N2CCOCC2)cc1)c1ccccc1	1	-2	-7	-0.3	6	-11	3	/	-10	-8
COc1ccc(CN(C(C)=O)c2cccc(C)c2C)cc1	4	-4	4	/	0	0	4	/	10	8
COCCCNC(=S)NCCc1ccc(F)cc1	-2	0	12	-0.9	5	-8	3	2.3	-1	3
Cc1nc2[nH]c(=S)[nH]c2cc1Br	-6	6	-11	-0.6	13	-7	0	/	-14	0

(continued)
SMILES	PrPC surface inh	Rv3671c protease	VHR inh abs	BH1578 lux ind	CCHFV vOTU inh	MazEF act	3CLpro inhibitor	TcdB inh	PriA SSB inh	Yp Topo-I inh
CC(=O)NC(C)Cc1cn(Cc2ccccc2)c2ccccc12 (configuration not stated)	12	-6	-2	-2.6	-7	3	3	0.3	-8	5
C/C(=N\S(=O)(=O)c1ccc(C)cc1)N1CCCCC1	9	6	48	1.7	-7	-11	5	0.7	/	0
O=C(COC(=O)c1ccc([N+](=O)[O-])o1)Nc1ccc2c(c1)OCO2	-22	-17	/	i	13	8	/	0.5	-1	8
O=C(CSc1nc2ccccc2o1)N1c2ccccc2Sc2ccc(Cl)cc21	-7	-17	33	1.3	-6	-3	7	/	-11	2
O=C1c2ccccc2C(=O)N1/N=C/c1ccc(O)c(O)c1O	/	/	7	-0.3	/	17	2	/	/	2
CCOC(=O)Nc1nc(-c2ccccc2)c(C(=O)c2ccccc2)s1	8	9	23	/	-8	1	4	/	6	1
COc1ccc(-c2c(C)cc3oc(=O)cc(-c4ccccc4)c3c2C)cc1C=O	5	/	/	-1.5	-2	-4	/	1.0	-10	24
Cc1ccc(CC2(OCCN(C)C)CCC(C(C)(C)C)CC2)cc1 (configuration not stated)	-3	/	/	-1.9	22	10	/	1.0	4	11
COC(=O)COc1cccc(NC(=O)COc2ccccc2)c1	0	-1	13	-1.4	3	5	-3	/	-26	-8
Cc1nn(C)cc1/C=C/C(=O)c1ccccc1	-6	1	7	i	-2	-15	-3	/	-14	4
COc1ccccc1C(=O)OCCc1ccccc1	-3	/	/	i	-8	10	/	-0.8	-23	11
Cc1nc2c([nH]c3ccc(Br)cc32)s1	-5	3	-17	-0.2	-2	10	6	/	-24	0
CN(C)c1ccc(-c2nnn(Cc3ccccc3Br)n2)cc1	8	0	-6	i	8	4	-1	2.3	7	12
CCN(CC)C(=O)c1nc[nH]c1C(=O)N(CC)CC	3	4	/	0.3	11	0	/	-9.9	0	-7
